Screens from PubChem BioAssay.
tuberculosis growth: growth inhibition of non-replicating M. tuberculosis (AID 488890). 320,000 compounds, 0.39% hits. inhibition, % at 25 µM, or IC50 in µM where a hit was titrated. Mycobacterium tuberculosis non-replicating, growth inhibition; higher % means a stronger effect; in the data active = a potency from the dose series; inconclusive = inhibition mostly from about 82% at the one dose, without a potency; inactive = the rest, 99 in 100 with inhibition below about 76%;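 also: plate controls were DMSO cells for no effect and high antibiotic wells for full effect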
inhibitors of VEEV: inhibitors of VEEV TC-83 cytopathic effect, confirmation, Vero cells (AID 588727) | inhibition, % at 20 µM, or IC50 in µM where a hit was titrated | Vero cells, VEEV TC-83 cytopathic effect inhibition; higher % means a stronger effect | 350,000 compounds, 0.13% hits; in the data active = a potency from the dose series; inconclusive = inhibition mostly from about 14% at the one dose, without a potency; inactive = the rest, 99 in 100 with inhibition below about 12%; also: strong numbers were not always called active
influenza NS1A: H1N1 influenza NS1A inhibitors, functional cell based assay (AID 504329); NS1A functional cell-based assay, percent inhibition; higher % means a stronger effect; inhibition, % at 12.5 µM; hits with a dose series show IC50 in µM; 340,000 compounds, 0.3% hits; in the data active = a potency from the dose series; inconclusive = inhibition above about 27% without an active follow-up result; also: strong numbers were not always called active
H37Rv inhibition: M. tuberculosis growth inhibition, HTS (AID 449762). M. tuberculosis H37Rv growth inhibition, 7H9 media; higher % means a stronger effect. inhibition, % at 25 µM; hits with a dose series show IC50 in µM. 330,000 compounds, 0.59% hits; in the data active = a potency from the dose series; inconclusive = inhibition above about 70% without an active follow-up result;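 also: bacterial growth assessed after seven days of incubation; strong numbers were not always called active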
PhoP GFP inhibition: PhoP regulon inhibitors, Salmonella typhi PhoP promoter GFP reporter, confirmatory (AID 1850); Salmonella Typhi PhoP-promoter GFP reporter, fluorescence, 4 h; higher % means a stronger effect; inhibition, % at 50 µM, or IC50 in µM where a hit was titrated; 310,000 compounds, 0.33% hits; in the data active = a potency from the dose series; inconclusive = inhibition mostly from about 25% at the one dose, without a potency; inactive = the rest, 99 in 100 with inhibition below about 19%;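 also: 0% = induced wells with vehicle and 100% = uninduced wells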
inhibitors of VEEV 10K pilot screen: further read-out of inhibitors of VEEV, marked with its call; inhibition, %; measured here: 10K pilot screen inhibition
Numbers without * were called inactive; i = inactive; ? = inconclusive; nt = not tested or not shown. Random draw from the library; 1.4% or so of the library scored in one or more.

SMILES	tuberculosis growth	inhibitors of VEEV	influenza NS1A	H37Rv inhibition	PhoP GFP inhibition	others
CCOC(=O)c1cc(-c2ccc(F)cc2)n(CCC(=O)NC2CCN(Cc3ccccc3)CC2)c1C	57.4%	i	7.3%	9.8%	32.4%
COCC1CCCCN1C(=O)c1cccc(OC2CCN(C(=O)C3CC3)CC2)c1 (stereo not given)	26.5%	i	1.1%	-9.7%	2.4%
COc1ccc(C)cc1NC(=O)CO/N=C(\N)CC(=O)Nc1ccccc1OC	4.7%	4.1%	-7.2%	-5.5%	nt
COc1cc2c(cc1OC)C1(Nc3c-2c(Cc2ccccc2)nn3-c2ccccc2)C(=O)Nc2ccccc21 (stereo not given)	-0.4%	?	19.6%	?	-2.5%
CN(C)CCCC1(O)c2ccccc2CCc2ccccc21	-9.1%	i	7.1%	-7.0%	1.3%
OCCC1CN(Cc2cccn2-c2cccnc2)CCN1Cc1ccc(F)cc1 (stereo not given)	0.8%	i	4.6%	-0.1%	-4.9%
CN(C)CCNC(=O)Cn1ccc2cc(S(=O)(=O)N3CCCCC3)ccc21	4.1%	1.0%	-0.2%	-3.3%	4.5%
CC1(C)CC[C@]2(C)CC[C@]3(C)C4C[C@@H]5OO[C@@]6(O5)C(CCCC6(C)C)[C@]4(C)CC[C@@]3(C)C2C1 (stereo not given in full)	-21.6%	1.5%	-1.5%	-8.5%	4.4%
Cc1c(NC(=O)Oc2ccccc2)sc(=S)n1C	?	1.1%	3.0%	1.4%	-13.8%
Cc1nn(CCCC(=O)NCc2ccccc2)c(=O)c2nccn12	-17.0%	1.3%	-2.7%	1.7%	3.6%
O=C(NCC1CC1)c1onc(CSc2ccccc2)c1C(=O)NCC1CC1	5.3%	1.9%	9.3%	1.1%	2.4%
Cc1cc(NS(=O)(=O)c2ccc(NC(=O)C3CCCCC3)cc2)no1	-6.4%	0.5%	-0.8%	3.8%	3.6%
O=C(CN1CCCC1)N/N=C/c1ccc(-c2cccc(Cl)c2)o1	15.6%	0.8%	5.3%	63.0%	6.4%
C=CCNc1nc2c(c(=O)n(C)c(=O)n2C)n1CC(=C)C	nt	1.3%	-8.0%	-3.3%	4.0%
O=C(NC1CCCC1)C(c1ccccn1)N(C(=O)c1csnn1)c1ccccc1Cl (stereo not given)	1.3%	i	2.0%	1.1%	0.2%
CC(=O)N(C1=C(N)C(=O)c2ccccc2C1=O)C(C)C	2.1%	1.8%	2.5%	4.0%	-0.2%
Cn1cnc([N+](=O)[O-])c1Nc1ccc(O)cc1	-3.4%	1.2%	16.1%	-8.9%	-2.9%
c1ccc(-c2ccc(-c3nc(-c4ccncc4)no3)cc2)cc1	-2.3%	0.6%	1.2%	11.5%	-0.8%
CCc1c(C)sc(NC(=O)c2cccs2)c1C(=O)OC(C)C	44.2%	1.5%	-5.1%	69.6%	-7.6%
C=CCn1cc(C(=O)OCC)c(=O)c2ccc(F)cc21	0.6%	i	-2.2%	-6.3%	2.5%

Four compounds drawn at random from the list so far, as already listed:
SMILES	tuberculosis growth	inhibitors of VEEV	influenza NS1A	H37Rv inhibition	PhoP GFP inhibition	others
c1ccc(-c2ccc(-c3nc(-c4ccncc4)no3)cc2)cc1	-2.3%	0.6%	1.2%	11.5%	-0.8%
COc1cc2c(cc1OC)C1(Nc3c-2c(Cc2ccccc2)nn3-c2ccccc2)C(=O)Nc2ccccc21 (stereo not given)	-0.4%	?	19.6%	?	-2.5%
Cc1c(NC(=O)Oc2ccccc2)sc(=S)n1C	?	1.1%	3.0%	1.4%	-13.8%
Cc1nn(CCCC(=O)NCc2ccccc2)c(=O)c2nccn12	-17.0%	1.3%	-2.7%	1.7%	3.6%

Other compounds follow:
SMILES	tuberculosis growth	inhibitors of VEEV	influenza NS1A	H37Rv inhibition	PhoP GFP inhibition	others
CSCCC(NS(=O)(=O)c1ccc(Cl)cc1)C(=O)OCC(=O)N(C(C)C)C(C)C (stereo not given)	-4.5%	i	4.6%	2.2%	7.2%
CS(=O)(=O)Nc1ccc(C(=O)Nc2ccc3c(c2)OCCO3)cc1	2.0%	1.9%	2.3%	-10.2%	-6.7%	inhibitors of VEEV 10K pilot screen=1.6
COC(=O)c1nnn(CC(=O)NC(=O)Nc2cccc(Cl)c2C)c1C(=O)OC	-7.2%	0.3%	16.3%	-11.2%	5.5%
CN(C)CC(C)(C)CN=Cc1c(O)[nH]c2ccccc12	-10.5%	2.3%	-6.0%	-16.3%	-0.8%
COc1ccc2c(c1)C=C(C(=O)OCc1cccnc1)CO2	25.3%	1.4%	-14.9%	14.8%	8.3%
O=C(NN=Cc1ccccc1O)c1cccc([N+](=O)[O-])c1	nt	?	-0.5%	nt	nt
Cc1cc(C)c2c(n1)SCC(=O)N2CC(=O)Nc1ccc(Br)c(C)c1	28.5%	0.8%	0.8%	?	12.2%
Oc1ccc(-n2nnnc2SCc2ccccc2Br)cc1	24.1%	3.0%	12.2%	5.8%	-5.0%
COc1ccc(S(=O)(=O)Nc2c(C(=O)O)[nH]c3ccc(OC)cc23)cc1	-13.0%	3.6%	2.4%	-8.0%	12.5%
COc1ccc(NC(=O)c2ccc(-n3cncn3)c([N+](=O)[O-])c2)cc1	8.8%	0.9%	0.6%	-3.6%	-3.9%
Cc1ccccc1N=C(NOCc1ccc(Cl)cc1Cl)c1nonc1N	29.2%	0.4%	3.6%	0.8%	-5.1%
Cc1ccccc1CN1CCN(CC(=O)NC(C)c2ccccc2)CC1 (stereo not given)	4.3%	0.3%	0.6%	1.2%	-8.0%
Cc1ccc2nc(NCc3ccccc3)c(C#N)cc2c1	-0.1%	i	-13.9%	-0.1%	7.9%
CCN(CC)S(=O)(=O)c1ccc(C)c(NC(=O)COc2ccc(Br)cc2Cl)c1	0.5%	1.2%	-7.1%	3.0%	-1.1%
Cc1cc(NC(=O)CCC(=O)N(CC(=O)NCC2CCCO2)c2ccccc2C)no1 (stereo not given)	1.9%	1.2%	4.1%	-5.7%	2.7%
CCN(CC)S(=O)(=O)c1ccc(N2CCCC2)c(NC(=O)C2=NN(c3ccccc3)C(=O)CC2)c1	36.7%	8.1%	-3.3%	?	nt
CCn1nc(C)cc1C(=O)N1CCCC(N2CCN(c3ccccc3OC)CC2)C1 (stereo not given)	-5.9%	0.1%	-1.2%	-6.8%	1.4%
NC1=NC[C@H](CC2CCCCC2)N1CCc1cc(C(F)(F)F)cc(C(F)(F)F)c1	?	i	0.9%	8.9µM*	35.6µM*
COc1ccc(C(=O)NNC(=O)c2ccncc2)cc1	-17.5%	0.2%	12.1%	0.0%	3.1%
O=C(c1ccc2c(c1)OCO2)N1CCN(CCN2C(=O)c3cccc4cccc(c34)C2=O)CC1	nt	1.5%	-2.3%	nt	nt

Some of these compounds in order of formula weight, low to high:
SMILES	tuberculosis growth	inhibitors of VEEV	influenza NS1A	H37Rv inhibition	PhoP GFP inhibition	others
O=C(NN=Cc1ccccc1O)c1cccc([N+](=O)[O-])c1	nt	?	-0.5%	nt	nt
CS(=O)(=O)Nc1ccc(C(=O)Nc2ccc3c(c2)OCCO3)cc1	2.0%	1.9%	2.3%	-10.2%	-6.7%	inhibitors of VEEV 10K pilot screen=1.6
COc1ccc(S(=O)(=O)Nc2c(C(=O)O)[nH]c3ccc(OC)cc23)cc1	-13.0%	3.6%	2.4%	-8.0%	12.5%
NC1=NC[C@H](CC2CCCCC2)N1CCc1cc(C(F)(F)F)cc(C(F)(F)F)c1	?	i	0.9%	8.9µM*	35.6µM*

Next section.
SMILES	tuberculosis growth	inhibitors of VEEV	influenza NS1A	H37Rv inhibition	PhoP GFP inhibition	others
CC(C)N(C(=O)C[n+]1ccsc1N)c1ccccc1	-17.5%	i	-0.7%	0.5%	0.7%
CC1CC2=C(C(=O)O1)C(C)Nc1ccccc1N2 (stereo not given)	-4.1%	i	-5.2%	2.5%	0.5%
O=S(=O)(NCCC1=CCCCC1)c1ccc(F)cc1	57.0%	0.7%	-13.1%	9.2%	0.3%
O=S(=O)(NC1CCCCCC1)c1cccc(Cl)c1	31.1%	i	-21.5%	5.2%	nt
CCN(C(=O)COc1ccccc1)C1CCCCC1	38.3%	i	3.9%	1.0%	-6.0%
O=C1CCC(C(=O)N2CCC(CO)CC2)CN1Cc1ccc(Cl)cc1 (stereo not given)	13.0%	2.4%	-7.8%	2.9%	2.7%
Cc1cccc(COCC(Cc2ccccc2)N2CCN(C(=O)c3cccc(C)c3)CCC2=O)c1 (stereo not given)	32.2%	5.3%	-0.8%	5.4%	-2.1%
CCOC(=O)c1c(-c2ccccc2)csc1NC(=O)c1cccc(N2C(=O)CCC2=O)c1	?	1.1%	-0.6%	-7.6%	6.5%
Cc1cc(F)ccc1NCc1ccccc1[N+](=O)[O-]	41.3%	1.3%	nt	5.9%	4.6%
Cc1c(S(=O)(=O)NC2CCCCCC2)c(=O)n(C)c(=O)n1C	-13.0%	0.4%	-5.5%	-5.6%	8.4%
Nn1c(SCc2ccccc2F)nnc1-c1ccncc1	2.4%	i	nt	-2.3%	5.9%
O=C(Nc1nccs1)C1CCN(S(=O)(=O)c2cnc[nH]2)CC1	-8.0%	0.6%	-7.8%	1.1%	-4.4%
COc1ccc(/C=C(/NC(=O)c2ccco2)C(=O)Nc2ccc(C(=O)O)cc2)cc1	0.0%	0.1%	-7.6%	-3.3%	3.9%
CC(C)N(C(=O)CO/N=C/c1cccc([N+](=O)[O-])c1)C(C)C	11.8%	0.3%	-7.9%	-2.5%	2.7%
Cc1cccc(OCC(=O)NCC(c2cccs2)N2CCOCC2)c1 (stereo not given)	5.9%	3.8%	-3.4%	14.6%	3.7%
O=C(Cn1nnc2ccccc21)Nc1ccc([N+](=O)[O-])cc1	-10.1%	i	-38.1%	-1.1%	8.4%
O=C(O)c1ccc(Nc2ncc([N+](=O)[O-])cc2[N+](=O)[O-])cc1	5.7%	0.7%	nt	3.6%	9.6%
COc1ccc(C2=NOC3(CC(=O)N(c4ccc(C)cc4)C3=O)C2)c(OC)c1 (stereo not given)	5.2%	i	-12.6%	-1.8%	0.6%
COc1ccc(-c2nc(N)n(C(=O)c3ccc(C)cc3)n2)cc1	-2.9%	1.2%	-0.5%	11.4%	-3.0%
CCN(CC)CCN1CCn2c3c(c4cc(C)ccc42)CCCC31 (stereo not given)	35.2%	0.2%	20.8%	10.8%	-6.6%
CC(=O)NC1=NC(=O)C(C)S1 (stereo not given)	-24.0%	1.4%	-2.3%	-9.5%	3.3%
COc1ccccc1CNC(=O)c1ccc2c(=O)n(CC3CCCO3)c(=S)[nH]c2c1 (stereo not given)	-9.4%	1.0%	-0.1%	-4.0%	1.5%
CCCCCCSc1ccc(-c2nc3ccc(C)cn3c2NC2CCCCC2)cc1	7.5%	i	-10.7%	0.5%	-10.6%
COC(=O)c1cc(OC)c(OC)cc1NC(=O)c1ccc(C)o1	-11.8%	1.1%	2.4%	8.0%	0.5%
COc1ccc(NC(=O)Cn2ncc(Cl)c(Cl)c2=O)cc1S(=O)(=O)N1CCOCC1	62.4%	?	7.7%	0.1%	-3.9%
COc1cccc(CN(CC(=O)NC2CCCC2)C(=O)Cn2nnc(-c3cccs3)n2)c1	10.9%	6.7%	-2.4%	8.5%	-3.8%
COc1cccc(C(C(=O)NC2CCCC2)N(C(=O)c2ccco2)c2ccc(-n3cnnn3)c(C)c2)c1OC (stereo not given)	18.7%	0.3%	-0.4%	-2.2%	4.8%
Fc1cccc(Cn2cc(C(=S)N3CCOCC3)c3ccccc32)c1	7.2%	0.9%	1.8%	-3.7%	-0.7%
COc1ccccc1Nc1ncnc2ccccc12	1.1%	7.1%	-19.6%	-2.2%	-1.6%
Cc1ccc2c(c1)c(C)c(C)n2CC(O)CN1CCCCC1C (stereo not given)	nt	0.9%	-2.6%	-0.8%	-4.0%
Cc1ccc(C(NC(=O)/C=C\c2ccc3c(c2)OCO3)C(=O)Nc2ccc3c(c2)OCO3)cc1 (stereo not given)	-4.7%	0.9%	-1.7%	15.1%	-5.4%	inhibitors of VEEV 10K pilot screen=4.6
CC1=C(C(=O)NCc2ccccc2)C(c2ccccc2OCC(N)=O)NC(=O)N1 (stereo not given)	-8.9%	i	3.1%	-5.3%	-5.9%
Cc1cc(OCC(=O)NCCCn2ccnc2)c2c(C)cc(=O)oc2c1	-2.4%	0.2%	1.5%	4.3%	2.0%
COc1c(O)cc(O)c2c(=O)cc(-c3ccccc3)oc12	7.9%	2.4%	-1.5%	-5.2%	nt
Cc1oc2cc(O)ccc2c(=O)c1Oc1ccc2ccccc2c1	14.8%	0.5%	-3.1%	0.7%	?
CC(=NCc1ccco1)c1c(C(F)(F)F)[nH]n(-c2nc3ccccc3s2)c1=O	12.4%	2.6%	4.2%	-1.7%	-13.2%
